Bioassay records (PubChem)
NCI-60 one-dose screen, 48 h, at 10 µM unless noted. Numbers give growth in % (100 = growth as untreated, 0 = no growth, -100 = all killed).
MDA-MB-435 – MDA-MB-435 melanoma; AID 1794794; 82,000 tested, 7.8% active
M14 – M14 melanoma; 80,000 tested, 6.2% active
A549/ATCC – A549/ATCC NSCLC | 81,000 tested, 3.7% active
EKVX – EKVX NSCLC | 71,000 tested, 3% active | AID 1794765
HOP-62 – HOP-62 NSCLC | 80,000 tested, 3.9% active
* marks the source's active call; other numbers are inactive results; . = not tested or not shown. The calls were made as follows: active = growth percent below 10; inactive = the rest. Some of the compounds tested; the hit share may differ from the screen's.

Below each SMILES: MDA-MB-435	M14	A549/ATCC	EKVX	HOP-62
1	CC(=O)Oc1c(Cl)c(Cl)c([N+](=O)[O-])c(Cl)c1Cl
 : .	96.7	99.2	.	98.5
2	OC1(C2(O)CCCC2)CCCCC1
 : .	96.1	98.9	.	96.8
3	O=Cc1cc(Cl)ccc1[N+](=O)[O-]
 : .	71.5	100.6	.	97.5
4	CC1=C/C(=N\NC(=O)c2ccncc2)CC(C)(C)C1
 : .	97.7	106.2	.	102.6
5	Cc1ccccc1N=Nc1c(S(=O)(=O)O)cc2cc(NC(=O)Nc3ccc4c(O)c(N=Nc5ccc6cc(S(=O)(=O)O)ccc6c5)c(S(=O)(=O)O)cc4c3)ccc2c1O
 : .	82.5	96.6	.	128.3
6	O/N=C1/CCCCC/C1=N/O
 : .	105.7	96.4	.	104.3
7	N#CCCN(CCO)c1ccccc1
 : .	101.9	98.9	.	95.0
8	CSC(=O)NNC(=O)c1ccncc1
 : .	111.6	106.8	.	101.4
9	COc1cccc(C(O)C2=CC(=O)c3ccccc3C2=O)c1OC (stereo not drawn)
 : .	83.4	109.6	.	97.4
10	Cc1c(C)c2c(c(C)c1NC(=O)CCC(=O)O)CCC(C)(CCCC(C)CCCC(C)CCCC(C)C)O2 (stereo not drawn)
 : .	111.8	94.3	123.9	.
11	CCn1c(=S)[nH]c2ccccc2c1=O
 : 100.7	105.8	.	.	115.9
12	OCCN1CCN(CC/C=C2/c3ccccc3Sc3ccc(C(F)(F)F)cc32)CC1
 : 35.2	58.5	.	.	75.9

Laid out differently: entries from further up.
cpd | Compound | MDA-MB-435 | M14 | A549/ATCC | EKVX | HOP-62
5 | Cc1ccccc1N=Nc1c(S(=O)(=O)O)cc2cc(NC(=O)Nc3ccc4c(O)c(N=Nc5ccc6cc(S(=O)(=O)O)ccc6c5)c(S(=O)(=O)O)cc4c3)ccc2c1O | . | 82.5 | 96.6 | . | 128.3
6 | O/N=C1/CCCCC/C1=N/O | . | 105.7 | 96.4 | . | 104.3
7 | N#CCCN(CCO)c1ccccc1 | . | 101.9 | 98.9 | . | 95.0
8 | CSC(=O)NNC(=O)c1ccncc1 | . | 111.6 | 106.8 | . | 101.4
9 | COc1cccc(C(O)C2=CC(=O)c3ccccc3C2=O)c1OC (stereo not drawn) | . | 83.4 | 109.6 | . | 97.4
